ERp5 block – inhibitors of ERp5-driven insulin aggregation, primary screen, biochemical, turbidity, absorbance 650 nm, single point; Protein disulfide-isomerase A6 (Homo sapiens), Q15084; 90 min; inhibition, % at 9.99 µM; 350,000 compounds, 0.05% hits; AID 651711, 2012;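 active means mean replicate inhibition above about 25%, with every replicate also reaching it, limit read from the data, passing the limit was not always enough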
Target sequence (Q15084 whole entry, looked up): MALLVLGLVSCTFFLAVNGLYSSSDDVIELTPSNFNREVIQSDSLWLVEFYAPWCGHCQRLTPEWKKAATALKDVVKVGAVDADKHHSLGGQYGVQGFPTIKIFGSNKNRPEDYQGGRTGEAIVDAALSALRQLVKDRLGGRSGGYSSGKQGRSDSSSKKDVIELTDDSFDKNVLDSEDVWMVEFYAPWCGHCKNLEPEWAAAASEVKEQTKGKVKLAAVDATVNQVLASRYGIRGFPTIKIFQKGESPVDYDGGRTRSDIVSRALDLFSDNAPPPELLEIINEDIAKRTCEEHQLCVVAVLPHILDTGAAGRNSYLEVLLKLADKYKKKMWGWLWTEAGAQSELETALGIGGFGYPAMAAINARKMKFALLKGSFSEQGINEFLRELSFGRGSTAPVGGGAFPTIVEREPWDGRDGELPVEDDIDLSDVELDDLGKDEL
Casp6 inh – human caspase-6 inhibitors, primary screen, biochemical, VEID-R110 fluorescence, single point, set 2. P55212. purified caspase-6, Z-VEID-R110 cleavage fluorescence. inhibition, % at 12.5 µM. 350,000 compounds, 0.53% hits;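 active means mean inhibition across replicates at least about 35%, with every replicate also reaching that limit, limit read from the data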;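 further: 0% = median of neutral control wells and 100% = no fluorescence left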
Target sequence (P55212 24-179 limits assumed): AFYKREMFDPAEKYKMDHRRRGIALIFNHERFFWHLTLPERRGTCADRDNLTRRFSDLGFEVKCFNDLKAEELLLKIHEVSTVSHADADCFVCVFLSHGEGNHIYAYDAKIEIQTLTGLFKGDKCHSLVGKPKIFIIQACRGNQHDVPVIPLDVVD
Target sequence (P55212 194-293 limits assumed): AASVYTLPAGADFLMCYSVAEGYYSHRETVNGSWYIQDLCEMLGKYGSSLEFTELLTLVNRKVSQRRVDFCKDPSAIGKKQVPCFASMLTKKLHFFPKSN
PglD inh – C. jejuni PglD acetyltransferase inhibitors, primary screen, biochemical, DTNB colorimetric, single point. UDP-N-acetylbacillosamine N-acetyltransferase PglD (Campylobacter jejuni). purified PglD enzyme, DTNB colorimetric CoA detection. inhibition, % at 12.5 µM. 360,000 compounds, 0.098% hits. AID 602405, 2012; in the data active means inhibition above about 16%, passing the limit was not always enough; further: strong numbers were not always called active
ARNT TACC3 PPI – disruptors of ARNT/TACC3 protein interaction, primary screen, biochemical, AlphaScreen, single concentration; Transforming acidic coiled-coil-containing protein 3 (Homo sapiens), Q9Y6A5; AlphaScreen His-ARNT PAS-B/GST-TACC3 binding, luminescence; TACC3 fragment carries E629A point mutation; inhibition, % at 9.99 µM; 390,000 compounds, 0.66% hits; AID 623870, 2012;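 active means mean inhibition of replicates at least 50% and at least half of replicates each reaching 50%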;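 further: 0% = complete ARNT plus TACC3 wells and 100% = ARNT alone without TACC3; many hits fall short of the cut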
esBAF inh – Bmi1 luciferase reporter increase in mESCs, primary screen, esBAF inhibitor project, mouse ES cells, Bmi1 luciferase knock-in, single point | reporter increase, % at 12.5 µM | 350,000 compounds, 2% hits | AID 602393, 2012 | 24 h; 100% = twice the neutral-well signal; in the data active means activation above about 40%;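 further: 0% = median of the plate's neutral control wells and 100% = double that signal; a rise in the Bmi1 reporter signal indicates esBAF inhibition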
RAD52 inh – RAD52 DNA annealing inhibitors, primary screen, biochemical, FRET, single point, set 2 | DNA repair protein RAD52 homolog (Homo sapiens), P43351 | recombinant RAD52 DNA annealing, FRET fluorescence | inhibition, % at 18.7 µM | 360,000 compounds, 0.46% hits;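 active means every replicate showing at least 50% inhibition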
RAD54 inh – inhibitors of human RAD54 branch migration, primary screen, biochemical, fluorescence, single point | DNA repair and recombination protein RAD54-like (Homo sapiens), Q92698 | RAD54 Holliday junction branch migration, FAM/BHQ fluorescence | inhibition, % at 10.4 µM | 360,000 compounds, 0.14% hits | AID 602329, 2012;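 active means mean normalized replicate activity at least 40 and at least half of replicates scoring 40 or more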;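 further: 0% = median of neutral control wells and 100% = median of positive control wells; inhibitors cause a drop in the FAM fluorescence signal; in these data hits start at about 50%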
E-selectin induc – E-selectin induction in HUVECs, primary screen, imaging, HUVEC, immunofluorescence imaging, single point. normalized: neutral wells 0, TNF-alpha wells 100. activation, % at 7.58 µM. 260,000 compounds, 0.37% hits;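 active means mean E-selectin-positive cell signal at least 10% of the positive control, reached in at least 60% of replicates, without over 20% cell loss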;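 further: in these data hits start at about 27%; measured in HUVEC primary endothelial cells; signal is the percent of cells scored E-selectin positive by PE staining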
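Read-out: % PE-positive cells | Test system: HUVEC | Doses: One compound dose added by pin transfer | Buffer or medium: EGM-2 over gelatin coat | Signal: Immunofluorescence imaging | Benchmarks: TNF-alpha, DMSO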
Active calls of the source: *; . = not tested or not shown; & = joins results of further samples.

#	mol	ERp5 block	Casp6 inh	PglD inh	ARNT TACC3 PPI	esBAF inh	RAD52 inh	RAD54 inh	E-selectin induc
1	Cc1ccc(S(=O)(=O)N2C[C@H]3C(=O)C[C@@H](c4cccc(Cl)c4)N(S(=O)(=O)c4ccc(C)cc4)[C@H]3C[C@H]2c2ccc(Cl)cc2)cc1	1	-1	-120	.	-5	6	-1	-0.7
2	CC=Cc1ccc2n(c1=O)C[C@H]1[C@H](CO)[C@@H](C(=O)Nc3ccc(-c4ccccc4)cc3)N(C)[C@@H]21 (mixture of isomers)	0	0	1	18	39	-76	-9	-0.5
3	CCOC(=O)c1sc(CS(=O)(=O)c2ccc(Cl)cc2)nc1C	0	-3	.	-2	2	-10	.	.
4	COCC#Cc1cnc2c(c1)C(=O)N([C@H](C)CO)C[C@H](C)[C@@H](CN(C)S(=O)(=O)c1ccccc1)O2	-8&-2&3	2&1&1	5&-1&-1	-1&7	2&4&-3	-7&2&5	-5&-4&7	0.1&-0.3
5	O=C(C[C@@H]1CC[C@H]2[C@@H](COC[C@@H](O)CN2Cc2cc(F)ccc2F)O1)NCc1ccc(Cl)cc1	.	.	-2	4	1	.	8	0.0
6	Nc1ncnc2nc(SCCN3CCCCC3)[nH]c12	.	.	4	-5	-16	.	5	.
7	O=C(NC1CCC1)[C@@H]1[C@@H](CO)[C@@H]2Cn3c(ccc(C4=CCCCC4)c3=O)[C@@H]2N1C(=O)C1CCOCC1	5	1	1	-3	-4	-22	-9	0.0
8	CCOc1cc(/C=C2\N=C(C)OC2=O)cc(Br)c1OCCc1ccccc1	14	8	-5	-14	4	-14	1	.

Profiles from above. Screens in order: ERp5 block	Casp6 inh	PglD inh	ARNT TACC3 PPI	esBAF inh	RAD52 inh	RAD54 inh	E-selectin induc
O=C(C[C@@H]1CC[C@H]2[C@@H](COC[C@@H](O)CN2Cc2cc(F)ccc2F)O1)NCc1ccc(Cl)cc1 reads .	.	-2	4	1	.	8	0.0
CCOC(=O)c1sc(CS(=O)(=O)c2ccc(Cl)cc2)nc1C reads 0	-3	.	-2	2	-10	.	.
COCC#Cc1cnc2c(c1)C(=O)N([C@H](C)CO)C[C@H](C)[C@@H](CN(C)S(=O)(=O)c1ccccc1)O2 reads -8&-2&3	2&1&1	5&-1&-1	-1&7	2&4&-3	-7&2&5	-5&-4&7	0.1&-0.3

Continued:
#	mol	ERp5 block	Casp6 inh	PglD inh	ARNT TACC3 PPI	esBAF inh	RAD52 inh	RAD54 inh	E-selectin induc
9	CC1=C(C(=O)N(C)CCC#N)C2(CCCCC2)OC1=O	-2	4	3	-5	0	-22	-10	.
10	O=S(=O)(N[C@H]1CC[C@H](CCn2cc(-c3ccc(F)cc3)nn2)O[C@@H]1CO)c1ccccc1F	3	-2	-2	2	4	-10	-4	-0.5
11	O=C(Nc1ccc(F)c(Cl)c1)c1cc(C2CCCN(S(=O)(=O)c3cccs3)C2)on1 (stereo not given)	2	4	2	.	11	-18	-1	0.2
12	CCc1ccccc1N1CCN(S(=O)(=O)c2cc(OC)ccc2OC)CC1	4	-3	0	5	-8	-4	2	.
13	Cc1cccc(OCc2nnc(-c3ccc(F)cc3)o2)c1	-3	5	8	-17	17	-6	4	-0.9
14	C[C@H](CO)N1C[C@H](C)[C@H](CN(C)C(=O)NC2CCCCC2)OCCCC[C@H](C)Oc2ccc(NS(=O)(=O)c3ccc(F)cc3)cc2C1=O	2	-2	0	-3	-2	13	-5	.
15	CN(C)CCNC(=O)c1ccc(-c2cnn(C)c2)c2ccoc12	6	-1	6	.	-6	25	18	-0.1
16	CN1C[C@@H](O)COC[C@H]2O[C@H](CC(=O)NC3CCC3)CC[C@@H]21	2	2	3	-16	4	-3	15	0.0
17	O=C(C[C@H]1C[C@H]2c3cc(NC(=O)Cc4ccncc4)ccc3O[C@H]2[C@H](CO)O1)NCc1cc(F)ccc1F	8	-1	-1	3	15	-3	2	-0.4
18	CCCCn1c(SCC(=O)NC2CCCC2)nnc1-c1ccco1	4	0	.	-8	-4	-4	.	.
19	N#C[C@@H]1[C@@H](c2ccc(C#CC3CCCCC3)cc2)[C@H](CO)N1C(=O)Nc1ccc(F)cc1	-4	-3	.	.	.	-39	.	-0.7
20	COc1cccc(NC(=O)c2ccc3c(c2)N(C)CCS3)c1	-4	-3	2	-2	51*	1	-5	0.3
21	COc1ccccc1N1C(=O)[C@@H]2C(C(=O)CN3C(=O)c4ccccc4C3=O)=NN[C@@H]2C1=O	14	-8	6	.	.	-5	10	0.0
22	C=CCOc1ccc(C2C(C(=O)c3ccco3)=C(O)C(=O)N2CCCN(CC)CC)cc1 (stereo not given)	.	.	6	7	1	.	8	-2.8
23	O=C(NN=Cc1ccccc1C(=O)O)c1cccc(S(=O)(=O)Nc2cccc(C(F)(F)F)c2)c1	-4	4	0	.	-3	-4	1	.
24	CCOc1ccc(NC(=O)c2ccc3c(c2)N(Cc2ccc(F)cc2)C(=O)CS3=O)cc1 (stereo not given)	-1	1	-2	3	9	-9	22	-0.1
25	O=C(NCC[C@H]1CC[C@@H](NS(=O)(=O)c2ccc(Oc3ccccc3)cc2)[C@@H](CO)O1)C1CC1	2	-2	-2	0	-5	-12	10	-0.2
26	O=c1nccc(N/N=C/c2ccccc2O)[nH]1	3	-1	.	36	.	-15	.	-1.6
27	CN(C)CCN(C(=O)c1ccc(S(=O)(=O)N(C)c2ccccc2)cc1)c1nc2cc3c(cc2s1)OCO3	1	4	4	9	.	-5	8	0.4
28	COc1cc(/C=C/C(=O)O)cc(OC)c1O	-2	0	7	-4	2	-13	-1	-0.3
29	O=C(CCCN1C(=O)/C(=C\c2cccs2)SC1=S)Nc1ccccc1O	-1	-1	1	.	0	-30	0	1.6
30	CO[C@H]1CN(C)C(=O)c2cccc(C#N)c2OC[C@H]2O[C@@H](CC[C@H]2OC)CCN(C)C(=O)[C@@H]1C	-3	-7	0	-1	-1	-4	9	0.0
31	O=C(CCCc1nc(-c2ccc(Cl)cc2)no1)N1CCOCC1	.	.	2	1	10	.	-11	.
32	O=C(Nc1ccccc1)N1CC(=O)N2[C@H](C1)[C@H](c1ccc(C#CC3CC3)cc1)[C@@H]2CO	0	0	.	.	.	-3	.	0.6
33	CCn1c(SCC(=O)N2CCOCC2)nc2c(c1=O)SC(C)C2 (stereo not given)	.	.	-2	0	0	.	4	.
34	O=C(c1cc2n(n1)C(C(F)(F)F)CC(c1ccc(F)cc1)N2)N1CCCC1 (stereo not given)	.	.	0	-4	8	.	1	.
35	O=C(CC1C(=O)NCCN1C(=O)Nc1ccc(Cl)cc1)Nc1ccc(F)cc1 (stereo not given)	-2	7	-1	-4	-5	-2	5	.
36	Fc1c(F)c(C(F)(F)F)c(F)c(F)c1N1CCN(c2ccc3nnc(C(F)(F)F)n3n2)CC1	.	.	1	-8	6	.	-7	.
37	O=C(c1ccc(F)cc1)N1CC(=O)N2[C@H](CO)[C@H](c3ccc(-c4cccnc4)cc3)[C@@H]2C1	0	1	.	.	.	6	.	-0.3
38	COC(=O)c1cc(OC)c(OC)c(OC)c1NC(=O)c1ccc(S(=O)(=O)N(C)C)cc1	.	.	2	4	3	.	6	.
39	COc1ccc(S(=O)(=O)N(CC(=O)NCC2CCCO2)C2CCCCC2)cc1OC (stereo not given)	3	-2	.	-12	-8	-17	-6	.
40	C[C@@H]1CN([C@@H](C)CO)C(=O)CCCn2cc(nn2)CO[C@H]1CN(C)C(=O)c1ccncc1	3&12&0	-1&1&2	-1&1	-1&-7	-4&-5	21&-2&-4	-7&5	-0.1&0.0
41	COc1ccc(NC(=O)N(C)C[C@@H]2Oc3ccc(NC(=O)CCCN(C)C)cc3C(=O)N([C@H](C)CO)C[C@@H]2C)cc1	1	-4	-7	9	0	-7	1	-9.6
42	COc1cc(C(=O)NNC(=S)NC(=O)/C=C/c2ccccc2)cc(OC)c1OC	4	0	4	11	.	-17	-1	.
43	Cc1ccc(-c2ccc(/C=N/NC(N)=S)o2)cc1	6	13	-5	11	.	-14	2	.
44	COc1cccc(COC(=O)C2CC(=O)N(Cc3ccc(C)cc3)C2)c1OC (stereo not given)	4	4	.	2	0	-5	.	0.4
45	COc1cc(/C=C2/C(=N)N3C=CSC3=NC2=O)ccc1OCCCOc1ccccc1C	14	-6	-6	3	14	-36	-4	.
46	COC(=O)Cc1ccc(NC(=S)N2CCC(Cc3ccccc3)CC2)cc1	3	-1	3	5	1	-4	8	.
47	C[C@@H]1CCCCO[C@H](CN(C)Cc2ccc(Cl)c(Cl)c2)[C@@H](C)CN([C@@H](C)CO)C(=O)c2cc(NS(=O)(=O)c3ccc(F)cc3)ccc2O1	-9	0	.	.	.	0	.	-0.1
48	COc1cc(-c2n[nH]c(=S)n2-c2ccccc2C(F)(F)F)cc(OC)c1OC	-1	0	.	1	-9	-4	.	-0.5
49	C/C=C/c1cccc(-c2nc(C(=O)N(C)C)cc3c2[C@H](CCO)N([S@@](=O)C(C)(C)C)C3)c1	1	6	-3	40	-7	-66	-18	0.4
50	CO[C@H](CN(C)S(=O)(=O)c1ccc(F)cc1)[C@H](C)CN(C(=O)Nc1ccccc1F)[C@H](C)CO	-3	3	-2	24	4	-12	5	-0.1
51	O=C(NCCCN1CCOCC1)c1ccco1	.	.	-2	1	3	.	-22	.
52	COc1ccc(NC(=O)Nc2ccc3c(c2)CC(=O)N([C@H](C)CO)C[C@@H](C)[C@H](CN(C)Cc2ccc(C(=O)O)cc2)O3)cc1	-5	2	1	-5	1	-5	2	-1.1
53	CCCC(=O)Nc1ccccc1NC(=O)c1ccc(OC(C)=O)cc1	-7	1	7	8	-3	-2	-5	.
54	CCOC(=O)CCCCCC(=O)Nc1ccc2c(c1)C(=O)N([C@@H](C)CO)C[C@H](C)[C@H](CN(C)S(=O)(=O)c1ccc(OC)cc1)OCCCC[C@H](C)O2	4&-1	1&2	0	.	3	16&24	8	0.2&-0.2
55	CCN(CC)CCCNC1=C(Cl)C(=O)c2ccccc2C1=O	4	38*	0	15*	-7	15	32	5.2
56	CCc1nc2ccc(C(=O)NCCCn3ccnc3)cn2c1N(C)CCC(C)C	3	-3	-2	.	0	0	-6	1.2
57	Cc1cccc(C(=O)N[C@H](C(=O)Nc2ncc(C)s2)C(C)C)c1	0	0	.	-10	.	-2	.	0.1

Compounds as they come. Share with any hit: about 3.2%.
